Screens deposited in PubChem BioAssay by Sanford-Burnham Center for Chemical Genomics.
Hep lipid drop: inhibitors of hepatocyte lipid droplet formation, primary screen, imaging, high-throughput imaging, BODIPY stain | AML12 mouse hepatocytes, oleate lipid droplets | inhibition, % at 6.5 µM | 240,000 compounds, 0.4% hits;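 active means lipid droplet intensity inhibited by at least 50%, with more than 500 cells counted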
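Test system: AML12 mouse liver cells; schedule: overnight exposure; technique: high-content imaging of BODIPY-stained droplets and DAPI nuclei; read-out: % inhibition of corrected integrated BODIPY droplet signal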
Hep lipid drop cells 6.5 µM: recorded beside Hep lipid drop, whose call it bears; cell count; measured here: cell count, cytotoxicity flag;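 cells counted across two imaged fields per well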
Numbers without * were called inactive. Not all compounds are listed; count on the stated rates, not on these rows.

The first 3 compounds, ahead of the listing:
SMILES	Hep lipid drop	Hep lipid drop cells 6.5 µM
CCOc1ccc(NC(=O)c2ccc(N3CC4CC(C3)c3cccc(=O)n3C4)c(NC(=O)CCN3CCOCC3)c2)cc1 (configuration not stated)	3.5	763
Cc1noc(C(=O)Nc2ccc(Cl)cc2)c1Cl	-5.7	813
Cc1cc(CN(C)C(=O)C2CCC(=O)N(CCc3ccccc3)C2)n[nH]1 (configuration not stated)	-1.6	660

The listing (from the top)
SMILES	Hep lipid drop	Hep lipid drop cells 6.5 µM
CCOc1ccc(NC(=O)c2ccc(N3CC4CC(C3)c3cccc(=O)n3C4)c(NC(=O)CCN3CCOCC3)c2)cc1 (configuration not stated)	3.5	763
Cc1noc(C(=O)Nc2ccc(Cl)cc2)c1Cl	-5.7	813
Cc1cc(CN(C)C(=O)C2CCC(=O)N(CCc3ccccc3)C2)n[nH]1 (configuration not stated)	-1.6	660
COc1ccc(CNC2CCN(Cc3ccccc3)CC2)cc1	-0.3	810
COc1ccc(CCN(C)C(=O)CNC(=O)Cc2cccc3ccccc23)cc1OC	13.1	693
Cc1ccccc1N1C(=O)C2C3C=CC(CC3)C2C1=O (configuration not stated)	-2.2	841
COc1ccc(CNC(=O)C(C)N(C)Cc2cccc(F)c2)cc1 (configuration not stated)	-6.0	818
C#CCOc1c(Br)cc(/C=C2/C(=O)ON=C2C)cc1OC	-1.8	835
CCOC(=O)N1CCN(C(=O)c2c[nH]c3ccc(S(=O)(=O)N(C)c4ccc(OCC)cc4)cc3c2=O)CC1	-7.4	671
CCCN1CCN(C(=O)C(NC(=O)c2ccco2)C(C)C)CC1 (configuration not stated)	4.6	795
Cc1cc(C)c(S(=O)(=O)N2CCc3ccccc32)c(C)c1	-9.5	786
CC(=C\c1ccccc1)/C=C1/SC(=S)N(CCCC(=O)O)C1=O	3.5	816
CC(O)c1nc2cc([N+](=O)[O-])ccc2n1Cc1ccccc1 (configuration not stated)	4.7	812
CCCC(C(=O)NCC1CCCO1)N(C(=O)CNS(=O)(=O)c1ccccc1)c1ccc(F)cc1 (configuration not stated)	7.1	760
CCn1cc(C(=O)NCC(=O)NC(C)(C)CO)c(=O)c2cc3c(cc21)OCO3	-0.7	802
COc1ccccc1N(C(=O)c1csnn1)C(C(=O)NC1CCCC1)c1ccccc1 (configuration not stated)	8.0	721
Cc1c(C)c2ccc(OCC(=O)N[C@@H](Cc3c[nH]c4ccccc34)C(=O)O)cc2oc1=O	-13.8	765
CCc1ccc(NC(=O)c2ccc(NC3=NC4CS(=O)(=O)CC4S3)cc2)cc1 (configuration not stated)	18.8	730
NC(=O)c1c(NC(=O)c2ccccc2C(=O)O)sc2c1CCCC2	3.9	837
O=C(CCN1C(=O)/C(=C/c2cccs2)SC1=S)Nc1ccccc1O	-5.1	787
CCC(CC)COC(=O)C1=C(C)NC(=O)NC1c1cccc([N+](=O)[O-])c1 (configuration not stated)	-17.4	821
CC1(c2ccc([N+](=O)[O-])cc2)NC(=O)NC1=O (configuration not stated)	1.7	854
O=[N+]([O-])c1ccc(O)c(/C=N/Nc2ncnc3c2cnn3-c2ccccc2)c1	-19.6	798
Fc1ccc(NC(=S)NCc2ccccc2)cc1	3.5	775
O=C(CSC(=S)N1CCOCC1)Nc1ccc(S(=O)(=O)Nc2ncccn2)cc1	1.5	720
Cc1ccc(CCNC(=O)C2CCN(S(=O)(=O)N3CCOCC3)CC2)cc1	7.4	643
COc1ccc(/C=C(\NC(=O)c2ccc([N+](=O)[O-])cc2)C(=O)NCCCn2ccnc2)cc1	-2.0	759
CC1COc2ccccc2N1S(=O)(=O)c1cc(Cl)ccc1Cl (configuration not stated)	-36.1	715
O=C(Cn1cncn1)c1ccccc1Br	3.4	814
O=C(NC(=O)c1ccccc1)Nc1ccccc1O	-9.0	404
O=C(CNC(=O)c1ccc(Br)cc1)NCC(=O)OCC(=O)c1ccc(F)cc1	4.5	737
CC1(C)Cc2c(cnn2-c2cccc(F)c2)C(NC(=O)CN2CCCC2=O)C1 (configuration not stated)	-3.7	684
COc1cccc(NC(=S)N(C)C2CCN(C)CC2)c1	19.5	759
Cc1cc(C)cc(C(=O)NCC(=O)N2CCN(c3cccc(Cl)c3)CC2)c1	-1.6	809
Cc1oc(CSCCSCc2cc(C(=O)O)c(C)o2)cc1C(=O)O	-1.1	804
Cc1cc(S(=O)(=O)N2CCCOC2CNC(=O)C(=O)NCCCN2CCOCC2)ccc1F (configuration not stated)	-17.5	653
O=C(CN1C(=O)/C(=C\c2cccc(Br)c2)Oc2ccccc21)NCCCN1CCOCC1	-9.3	730
O=C(CSCc1ccccc1)NNc1c(F)c(F)cc(F)c1F	4.9	876
Cc1cccc(N2CCN(C(=O)c3cc(S(=O)(=O)N4CCOCC4)cn3C)CC2C)c1 (configuration not stated)	-9.7	746
CS(=O)(=O)c1ccc2nc(NC(=O)C3CC(=O)N(c4ccccc4)C3)sc2c1 (configuration not stated)	-6.1	747
Cc1ccc(CNC(=O)Cn2c(=O)n(CC(=O)N3CCCCC3)c(=O)c3sccc32)cc1	4.7	761
Cc1cc2oc(=O)cc(CN3CCN(Cc4ccccc4)CC3)c2cc1C	-8.8	801
CN(C)CCCN(C(=O)c1ccc(S(=O)(=O)N(C)Cc2ccccc2)cc1)c1nc2c(F)cccc2s1	-7.6	688
COC(=O)CCCC(=O)N1CCC(CCC(=O)NCc2ccc(F)cc2)CC1	-7.1	799
O=C(COc1ccc2c(-c3ccccc3)cc(=O)oc2c1)Nc1cccnc1	-14.0	692

3 entries picked at random from the list so far, as already listed:
SMILES	Hep lipid drop	Hep lipid drop cells 6.5 µM
COC(=O)CCCC(=O)N1CCC(CCC(=O)NCc2ccc(F)cc2)CC1	-7.1	799
O=C(CSCc1ccccc1)NNc1c(F)c(F)cc(F)c1F	4.9	876
COc1cccc(NC(=S)N(C)C2CCN(C)CC2)c1	19.5	759

More records
SMILES	Hep lipid drop	Hep lipid drop cells 6.5 µM
CC(CCc1ccccc1)NC(=O)C(Cc1ccccc1)NC(N)=O (configuration not stated)	6.4	877
COc1ccc(S(=O)(=O)N2CCC(Cc3ccccc3)CC2)cc1C(N)=O	-11.8	796
CCC(C)c1ccc(N(CC(=O)NC(C)(C)C)C(=O)CNC(=O)c2cccs2)cc1 (configuration not stated)	-5.4	805
COCC(C)NS(=O)(=O)c1ccc(C(=O)NC(Cc2ccccc2)c2ccccc2)cc1 (configuration not stated)	-6.5	823
Cc1cccc(N2CCN(C(=O)CCC(=O)N3CC(C)Oc4ccccc43)CC2)c1C (configuration not stated)	-0.4	812
COc1ccccc1NS(=O)(=O)c1cc2c(cc1C)NC(=O)CO2	3.2	766
Cc1cc(C)c2c(CN3CCCCC3)cc(=O)oc2c1	0.9	803
CCOc1ccc(NS(=O)(=O)c2c(C)nc3sccn3c2=O)cc1	-9.3	728
CCN(CC(=O)Nc1c(F)cccc1F)C(=O)C1CCCN(C(=O)c2ccc(Cl)cc2)C1 (configuration not stated)	5.8	727
CS(=O)(=O)c1ccc(C(=O)NC(Cc2ccccc2)c2ccccc2)cc1 (configuration not stated)	-6.0	758
Cc1cccc(NS(=O)(=O)c2cc3c(cc2C)NC(=O)CO3)c1	22.6	811
Cc1ccc(CNC(=O)CC(C)S(=O)(=O)c2ccc3c(c2)NC(=O)C(C)S3)cc1 (configuration not stated)	-12.1	652
COc1cccc(NC(=O)C2CCN(S(=O)(=O)c3ccc4[nH]c(=O)oc4c3)CC2)c1	12.5	746
O=C(NCc1ccc(Cl)cc1)C1CCN(S(=O)(=O)c2cccs2)CC1	1.6	769
O=C(Nc1ccc2c(c1)C(=O)NC2=O)c1cc(Cl)ccc1Cl	-11.7	710

Compound profiles, from the list above. Values in the order: Hep lipid drop | Hep lipid drop cells 6.5 µM
COc1ccc(S(=O)(=O)N2CCC(Cc3ccccc3)CC2)cc1C(N)=O is listed as -11.8 | 796
Cc1cccc(NS(=O)(=O)c2cc3c(cc2C)NC(=O)CO3)c1 is listed as 22.6 | 811

(next part)
SMILES	Hep lipid drop	Hep lipid drop cells 6.5 µM
COc1ccc(C(=O)NC(=S)Nc2ccc3oc(=O)ccc3c2)cc1[N+](=O)[O-]	-12.1	605
C=CCOc1ccc(C2=NOC(C(=O)Nc3ccc4c(c3)OCCO4)C2)cc1 (configuration not stated)	-6.6	679
Cc1nc2sccn2c(=O)c1S(=O)(=O)N1CCN(c2ccc(F)cc2)CC1	6.8	779
O=C(NCc1ccc(F)cc1)c1ccc2c(=O)n3c(nc2c1)CCCCC3	-7.9	827
Cc1ccc(-n2ncc(C(=O)NCC3CCN(C4CCCC4)C3)c2C2CCN(C(=O)OC(C)(C)C)CC2)cc1C (configuration not stated)	-4.4	671
CCc1ccc(NC(=O)/C(C#N)=C/c2ccncc2)cc1	-13.9	691
Cc1cc2nc(-c3ccc[nH]c3=O)n(Cc3ccccc3F)c2cc1C	11.8	716
CC1CCN(S(=O)(=O)c2nnc(NC(=O)COc3ccccc3F)s2)CC1	11.2	828
CC(OC(=O)c1ccc2c(=O)n3c(nc2c1)CCC3)C(=O)NC1CCCCC1C (configuration not stated)	25.1	846
Cc1ccc(C(=O)/C=C/c2cc(Br)cc(Br)c2O)o1	-19.5	746
Cc1cccc(C)c1OCc1cc(C(=O)NC2CCC2)no1	3.6	723
COC(=O)C1CCN(C(=O)/C(C)=C\c2ccccc2)CC1	12.2	847
CCOc1ccc(N(CC(=O)NCc2ccc(C)cc2)S(=O)(=O)c2c(C)[nH]c(=O)[nH]c2=O)cc1	5.1	708
Cc1ccc(NC(=O)c2cc(S(=O)(=O)N3CCCC3)cn2C)cc1C	9.7	771
CC(C)[C@H]1COC(NC2=N[C@@H](C(C)C)CO2)=N1	-0.2	790
O=C(Nc1c2c(nn1-c1cccc(Cl)c1)CS(=O)(=O)C2)c1ccc2c(c1)OCO2	-1.4	746
Cc1ccccc1S(=O)(=O)Cc1ccc(C(=O)NCCCN2CCC(C)CC2)o1	8.2	712
O=C1[C@H]2[C@@H](/C=C/c3ccccc3)N3C(=O)CN(Cc4ccccn4)C(=O)[C@@]3(Cc3ccccc3)[C@H]2C(=O)N1c1ccccc1	-5.3	779
COc1ccc(CNc2nccs2)cc1	-8.8	854
COc1ccc(OC)c(N(CC(=O)NCc2ccccc2)S(=O)(=O)c2ccc(OC)c(OC)c2)c1	-3.8	660
CC(Cn1cncn1)NC(=O)c1cc(COc2cccc(C(F)(F)F)c2)on1 (configuration not stated)	-5.5	696
O=C(Nc1ccc(Cl)c(Cl)c1)N1CCCCCC1	-9.7	799
CCOc1cc(C2C(C(=O)c3ccco3)=C(O)C(=O)N2CC2CCCO2)ccc1O (configuration not stated)	14.5	818
COc1ccc(/C=C2\SC(=S)N(CCC(=O)Nc3ccc(C(=O)O)cc3)C2=O)cc1	-3.3	800
Cc1ccc(NC(=O)Cn2c(=O)c3cccn3c3ccccc32)c(C)c1	-4.9	666
COc1cccc(C(=O)NCc2ccc3c(c2)OCO3)c1OC	-0.5	829
O=c1[nH]c2ccccc2cc1CN(Cc1cccnc1)S(=O)(=O)c1ccc([N+](=O)[O-])cc1	-16.7	685
O=C(NCC(c1cccs1)N1CCOCC1)c1cccnc1 (configuration not stated)	-0.5	843
O=C(NCCCn1ccnc1)c1cccc(Cl)c1	-10.4	392
COCCN1CCN(C(=O)c2ccc3oc(CCc4ccccc4)nc3c2)CC1	3.1	679
CCCc1cc(=O)oc2cc(C)cc(OCC(=O)Nc3cccnc3)c12	-0.4	761
Cc1ccc(C(=O)NCC(=O)NCCCc2ccccc2)cc1	-23.6	778
COCCCNC(=S)N1CCN(c2nc(-c3cccc(OC)c3)cs2)CC1	-2.1	835
C=CCNC(=O)CN1C(=O)NC(C)(c2ccc(OC)cc2)C1=O (configuration not stated)	6.3	820
COc1ccc(OC)c(C2C(C(C)=O)=C(C)Nc3ncnn32)c1 (configuration not stated)	11.7	820
Cc1cc(C)nc(Nc2ccc(Br)cc2C(=O)O)n1	-1.3	776
CCN(CC)S(=O)(=O)c1ccc2[nH]c(=O)cc(C(=O)NCc3ccccc3)c2c1	-1.1	781
Cc1cc(C)c(S(=O)(=O)NCc2cn3ccccc3n2)c(C)c1	22.6	658
COc1ccc(/C=N/NC(=O)c2ccc3c(c2)OCO3)c(C(=O)O)c1OC	-0.1	834
CC(C)CN(C(=O)CN(C)C(=O)Cc1ccccc1Cl)c1c(N)n(CC(C)C)c(=O)[nH]c1=O	-6.5	649
O=C(c1ccc(Cl)c([N+](=O)[O-])c1)N1CCCc2ccccc21	-0.6	834
CNC(=O)C(=O)NCCN1CCN(S(=O)(=O)c2ccc3ccccc3c2)CC1	2.6	787
CC(C)C(=O)Nc1c(-c2ccccc2Cl)c(=O)c2ccccc2n1C	6.1	836
CCn1c(=O)c(C(=O)Nc2ccc(C)cc2C)c(O)c2ccccc21	14.8	858
Cc1ccc(C(=O)Nc2nccc(C)n2)cc1	1.2	804
NC(=O)c1nsc(C(=O)N(CCCN2CCOCC2)C(C(=O)NC2CCCCC2)c2ccc(Cl)cc2)c1N (configuration not stated)	-10.1	835
Cc1ccc(/C=N/NC(=O)Cc2ccc(Cl)cc2)s1	-11.3	756
CC(=O)Nc1ccc(C(=O)NNC(=O)c2ccc(Cl)cc2Cl)cc1	3.0	822
C=CCOc1ccc(/C=C2\SC(N3CCCCC3)=NC2=O)cc1	15.3	839
COc1cc(OC)cc(C(=O)NCC(=O)NC(C)c2ccccc2)c1 (configuration not stated)	-4.4	842
CCNS(=O)(=O)c1ccc(CCC(=O)N2CCOCC2)cc1	-0.3	775
O=C(CCC(=O)N1CCN(c2cccc(Cl)c2)CC1)N1CCN(c2ccccc2)CC1	15.4	857
Cc1ccc(C)c(Oc2coc3cc(O)ccc3c2=O)c1	-3.8	837
Cc1cc(OC(F)F)ccc1NC(=S)NC1CCCC1	-3.7	810
C=CCN1CCN(C(=O)c2ccc(-c3ccccc3)cc2)CC1	-0.8	853
